Bioassay records deposited in PubChem BioAssay by several laboratories.
ZTA DNA inh: blocks Epstein-Barr virus ZTA, an EBNA-1 counter-screen. 0.15% of 320,000 active. P03206. ZTA-DNA binding, fluorescence polarization. inhibition, % at 11 µM; in the data active = inhibition above about 33%
proCasp3 act: procaspase-3 (human) activation. recombinant procaspase-3 D3A, Ac-DEVD-pNA absorbance 405 nm. activation, % at 8.5 µM. 0.11% of 330,000 active. P42574;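 active = activation above the mean of all tested compounds plus 3 SD, cut at about 21% in these data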;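 note: 0% = DMSO alone and 100% = DMSO wells spiked with extra 5 µM PC-3 D3A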
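Technique: 405 nm absorbance of p-nitroaniline, reads at 0 and 120 min; Test system: Procaspase-3 D3A mutant; Incubation: 1 h enzyme-compound preincubation, then 2 h substrate reaction, 25 °C; Repeats: singlicate, each compound tested once; Benchmarks: low control DMSO wells, high control DMSO plus 5 µM PC-3 D3A.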
procasp7 counter: counter-screen: procaspase-7 (human) activation. 0.093% of 330,000 active. recombinant procaspase-7, Ac-DEVD-pNA absorbance 405 nm; D23A/D198A/D206A triple mutant, cannot self-cleave; scale: DMSO 0, 5 µM enzyme 100. activation, % at 8.5 µM. P55210. AID 463210;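 active = percent activation above the screen-wide mean plus 3 SD, cut at about 25% in these data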
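Assay system – Uncleavable procaspase-7 mutant enzyme · Quantity – 2 µM procaspase-7 mutant as dispensed · Times – 1 h preincubation, 2 h reaction · Dosing – single nominal 8.5 µM compound dose, 0.8% DMSO final · Buffer or medium – Zinc-free 50 mM HEPES buffer, pH 7.4, with NaCl and Triton X-100 · Detection – Epi-absorbance of released pNA at 405 nm, two timepoints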
EBNA-1 inh: blocks EBNA-1 binding to DNA. EBNA-1 DNA binding, fluorescence polarization. inhibition, % at 14.8 µM. 0.34% of 300,000 active; in the data active = inhibition above about 28%
MEP2-GFP yeast: alters MEP2-GFP fluorescence in TOR pathway yeast screen; S. cerevisiae MEP2-GFP strain, flow cytometry GFP, 3 h; 100% = DMSO control level; GFP response vs DMSO, % at 10 µM; 0.51% of 330,000 active;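 active = GFP response versus DMSO above a set limit, roughly screen mean plus 3 SD, cut at about 180% in these data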;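 note: median GFP fluorescence of the barcode-gated MEP2-GFP cells per well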
RPL19A TOR yeast: alters RPL19A-GFP fluorescence in TOR pathway yeast screen; S. cerevisiae RPL19A-GFP strain, flow cytometry, 3 h; hits give low values; percent response vs DMSO, % at 10 µM; AID 2025; 0.3% of 330,000 active;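 active = percent response vs DMSO below 50%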;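 note: median channel GFP fluorescence of the barcoded RPL19A-GFP strain; ratio of sample median GFP to plate DMSO average so 100% = DMSO; lower means less RPL19A-GFP as with rapamycin TOR inhibition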
LAP4 TOR yeast: modulators of TOR pathway LAP4-GFP in S. cerevisiae. S. cerevisiae LAP4-GFP multiplex, flow cytometry GFP, 3 h; median GFP as percent of DMSO wells. GFP response vs DMSO, % at 10 µM. 0.34% of 320,000 active;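 active = GFP response vs DMSO above a set limit, about the screen mean plus 3 SD, cut at about 150% in these data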
AHR activator: activators of human aryl hydrocarbon receptor. AHR-responsive luciferase reporter cells, luminescence. activation, % at 5 µM. 2.5% of 320,000 active. AID 2796; in the data active = activation above about 47%;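 note: 0% = vehicle wells and 100% = reference agonist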
An asterisk follows results filed as active; · = not tested or not shown; [ ] = remark or other dose. No enrichment for hits; about 3.8% have a hit in one of these screens.

SMILES	ZTA DNA inh	proCasp3 act	procasp7 counter	EBNA-1 inh	MEP2-GFP yeast	RPL19A TOR yeast	LAP4 TOR yeast	AHR activator
COc1ccc([C@H]2CC(=O)C=C(c3cccc(OCc4ccccc4)c3)C2)cc1	10	8	21	·	105	101	98	7
CCOc1ccc(NC(=O)Cn2c(=O)n(CCCC(=O)NC3CCN(Cc4ccccc4)CC3)c(=O)c3ccccc32)cc1	7	7	10	8	105	101	105	0
CC(=O)NCCC(=O)Nc1cc(F)ccc1C	-4	7	4	7	103	100	97	0
Cc1ncoc1C(=O)N1CCCC(N2CCN(c3cccc(C(F)(F)F)c3)CC2)C1 (stereo unspecified)	-12	10	4	-11	98	99	90	55*
CCCCn1c(N)c(N(CC(C)C)C(=O)CSCC(=O)Nc2cccc(C)c2)c(=O)[nH]c1=O	-12	1	7	-8	97	96	102	1
CC(C)(C)c1ccc(C(=O)c2cn[nH]c2-c2ccccc2O)cc1	-5	4	-7	0	93	82	·	9
C/[N+]([O-])=C\c1ccc([N+](=O)[O-])o1	11	-3	-3	3	111	103	137	2
CC(=O)NC1C(=O)N=C(SCC(=O)Nc2cccc(Cl)c2)NC1=O (stereo unspecified)	-26	-12	-8	-10	104	103	108	-1
CCN1CCN(CCCNC(=O)C2CCCN(c3nnc(-n4cccc4)s3)C2)CC1 (stereo unspecified)	-12	8	8	-2	393*[may fluoresce violet]	43*[may fluoresce violet]	96[may fluoresce violet]	-1
Cc1cccc(NC(=O)Cn2cc(C=O)c3ccccc32)c1	5	0	-11	0	106	106	98	1
O=C(Nc1nc(-c2ccccn2)cs1)C12CC3CC(CC(O)(C3)C1)C2	-2	4	3	-7	98	99	105	7
O=C(O)c1cc2ncc(CCO)cn2n1	-2	-2	-13	-15	101	97	94	1
Cc1c(CNCCCc2ccccc2)c(C(=O)O)c(C)n1Cc1ccccc1	-11	4	14	2	96	94	99	1
O=C(CCN1C(=O)CSC1=O)Nc1ccc(Br)cc1	5	-1	8	2	105	104	106	44
COc1ccc(/C=C/C(=O)C2CC2)cc1COc1c(C)cccc1C	10	4	0	-8	92[may fluoresce violet]	42*[may fluoresce violet]	115[may fluoresce violet]	13
O=C(N/N=C/c1ccccc1C(F)(F)F)c1ccc2nc[nH]c2c1	-14	4	3	-24	100	97	90	0
Cc1ccc(NC(=O)C2CCN(S(=O)(=O)c3ccccc3)CC2)cc1	-4	-3	7	-6	97	102	97	1
c1cnc(Sc2ccc3nnnn3n2)nc1	-15	0	-5	-11	103	94	104	4
CCc1nccn1CCC(=O)N1CCCC(N2CCN(c3ccccc3F)CC2)C1 (stereo unspecified)	-2	2	2	6	110	116	90	2
COC(C[C@H](O)CC(=O)[C@@H](C)OCc1ccccc1)OC	11	5	-4	12	·	·	·	1
COc1ccccc1CC(=O)N1CCOCC1	13	7	-1	10	107	100	94	-2
O=C(COC(=O)Cc1ccc(Br)cc1)NC12CC3CC(CC(C3)C1)C2	0	-2	-5	2	108	112	106	3
O=C(Nc1ccc2c(c1)OCO2)C(c1ccccc1)N1CCCCC1 (stereo unspecified)	0	7	-1	5	103	99	92	60*
CCOC(=O)C1C(c2cccnc2)NC(=O)NC1(O)C(F)(F)F (stereo unspecified)	-19	-3	-3	-6	102	97	102	0
CCOc1cc(C(=O)Nc2cc(F)ccc2C)ccc1OCC(=O)N1CCOCC1	-18	12	6	·	95	94	95	-3
Cc1ccc(C(=O)Nn2cnnc2)cc1S(=O)(=O)N1CCOCC1	-7	4	0	-5	106	105	105	0
COC(=O)c1ccc(/C=N/NC(=O)C2CC(=O)N(c3ccc(F)cc3)C2)cc1 (stereo unspecified)	-4	7	0	4	102	101	92	8
COc1ccc(/C=C/C(=O)NC(=S)Nc2ccc(S(=O)(=O)Nc3nccnc3OC)cc2)cc1	1	8	-4	9	96	97	92	-1
CCOc1ccc(S(=O)(=O)Nc2ncn[nH]2)cc1	16	-8	10	-1	103	104	102	0
Cc1ccccc1-n1c(SCC(=O)N(C)C2CCS(=O)(=O)C2)nc2ccccc2c1=O (stereo unspecified)	5	3	9	2	102	100	100	-4
Cn1c(CSCc2ccc(Cl)cc2)nnc1SCC(=O)Nc1nc2ccccc2s1	-20	6	5	-6	107	101	102	1
COCC(=O)Oc1c(S(=O)(=O)c2ccccc2)c(C)nn1C(C)(C)C	-11	1	-7	-3	105	98	105	1
O=C(COC(=O)/C=C/c1cccc(Cl)c1)Nc1c(F)cccc1F	·	-5	-5	·	105	98	91	1
O=C(/C=C/Nc1cccc(C(F)(F)F)c1)c1ccc(Oc2ncccn2)cc1	8	-1	4	5	100	100	99	-4
COc1ccccc1NC(=S)NC(=O)C(C)(C)C	-14	-3	-17	1	111	101	112	0
O=C(N=Nc1c(O)[nH]c2ccccc12)c1ccccc1NS(=O)(=O)c1cccs1	-18	6	7	9	96	96	93	-2

The final 5 records of the section above come first, to join the parts:
SMILES	ZTA DNA inh	proCasp3 act	procasp7 counter	EBNA-1 inh	MEP2-GFP yeast	RPL19A TOR yeast	LAP4 TOR yeast	AHR activator
COCC(=O)Oc1c(S(=O)(=O)c2ccccc2)c(C)nn1C(C)(C)C	-11	1	-7	-3	105	98	105	1
O=C(COC(=O)/C=C/c1cccc(Cl)c1)Nc1c(F)cccc1F	·	-5	-5	·	105	98	91	1
O=C(/C=C/Nc1cccc(C(F)(F)F)c1)c1ccc(Oc2ncccn2)cc1	8	-1	4	5	100	100	99	-4
COc1ccccc1NC(=S)NC(=O)C(C)(C)C	-14	-3	-17	1	111	101	112	0
O=C(N=Nc1c(O)[nH]c2ccccc12)c1ccccc1NS(=O)(=O)c1cccs1	-18	6	7	9	96	96	93	-2
COc1cc(OC)cc(-c2nnc(SCc3cccc(C(=O)O)c3)o2)c1	15	4	-6	14	92	97	103	6
COc1ccc(CN2CCNC(=O)C2CC(=O)N(Cc2nccn2C)C(C)C)c(OC)c1 (stereo unspecified)	4	9	-1	0	101	102	105	0
Cc1oc(C(C)(C)C)cc1C(=O)NCc1ccc2c(c1)OCO2	13	1	4	4	104	103	114	6
COc1ccc(NS(=O)(=O)c2cccc(C(=O)NC3CCN(Cc4ccccc4)CC3)c2)cc1	9	4	11	3	111[may fluoresce green]	112[may fluoresce green]	114[may fluoresce green]	-2
CNc1ccccc1NC(=O)CCn1c(=S)oc2ccccc21	20	5	9	1	96	98	110	0
CCC(=O)N1CCc2cc(Br)cc(S(=O)(=O)N3CCCCC3CC)c21 (stereo unspecified)	-2	0	12	-4	96	105	93	0
COc1cc(/C=C2/C(=N)N3N=C(CC(=O)N4CCOCC4)SC3=NC2=O)ccc1OCc1ccccc1	3	5	4	13	103	108	105	0
COc1ccc(CNC(=O)Cn2ccc(N)nc2=O)cc1	-2	7	2	·	94	98	94	0
O=[N+]([O-])c1cc(Cl)cc(C2=NCCN2)c1	-1	2	-4	3	96	97	92	1
Cc1cccc(NC(=O)C(=O)N/N=C/c2ccncc2)c1	-2	0	7	-3	105	100	107	5
CC(C)(C)C1CCc2c(sc3ncn(N)c(=N)c23)C1 (stereo unspecified)	5	-11	-5	4	100	99	111	8
O=C(NCCc1ccc(Cl)cc1)C1CCCN(S(=O)(=O)c2cnc[nH]2)C1 (stereo unspecified)	-4	-2	9	-3	115	94	102	2
Cc1ccc(/C=N/NC(=S)NC2CCS(=O)(=O)C2)cc1 (stereo unspecified)	-14	3	2	13	106	104	104	4
CC#C[C@@H](CC)c1ccc2ccn(C)c2c1	2	2	4	·	107	93	103	2
O=C(NCCCn1ccnc1)Nc1ccc(Cl)c(Cl)c1	-2	3	-6	2	100	102	106	30
CCOc1ccccc1NC(=O)COC(=O)C(CC)c1ccccc1 (stereo unspecified)	-6	3	-8	-11	102	103	91	-7
COc1ccc(C(=O)C2CCCN(Cc3cc(C)c(O)c(C)c3)C2)c(OC)c1 (stereo unspecified)	-16	-7	16	-1	96	97	95	0
Cc1nc2ccccc2nc1N1CCOCC1	2	6	12	5	135	112	111	2
COc1ccc(-c2nc(-c3cccs3)c(-c3cccs3)[nH]2)cc1OC	-3	2	8	-17	83	92	·	50*
O=C(c1cnn2c(C(F)(F)F)cc(-c3ccco3)nc12)N1CCc2ccccc2C1	-4	-4	2	-8	99	95	102	7
O=C(Nc1ccc2c(c1)C(=O)NC2=O)c1cccc(C(F)(F)F)c1	-7	8	7	-15	97	98	95	53*
CC1Cc2ccccc2N1C(=O)COC(=O)Cn1nnc(-c2ccccc2)n1 (stereo unspecified)	0	-5	-3	-2	106	105	102	2
Cc1cc(NS(=O)(=O)c2ccc(NC(=O)Nc3ccc4c(c3)OCO4)cc2)no1	12	-3	-10	4	92	91	85	11
O=C(Cn1nc(C(F)(F)F)c2c1CCCCC2)N1CCOCC1	10	2	-1	5	93	100	91	2
COc1ccccc1S(=O)(=O)N1CCNC(=O)C1	·	11	13	·	101	99	106	-1
COc1ccc(Nc2nc(Nc3ccc(OC)cc3OC)nc(N3CCN(C)CC3)n2)c(OC)c1	-1	-3	-9	-3	121	106	110	-1
CCCCN(C)CCCNC(=O)c1cn(C)c2ccc(S(=O)(=O)N(C)C3CCCCC3)cc2c1=O	14	5	1	6	103	100	102	2
CCOP(=O)(c1ccccc1)C(O)c1ccc(Br)cc1 (stereo unspecified)	3	-3	1	1	95	98	83	-1
CCCCNCCOCCSc1ccc(Cl)cc1	-9	0	9	11	112	100	98	-4
CCOC(=O)c1sc(Nc2nc3c(OC)cccc3s2)cc1C	-7	-6	16	-7	100	94	94	108*
Cc1ccccc1OCc1n[nH]c(=S)n1-c1cccc(Cl)c1	-18	-22	-42	6	91	97	85	-1
CC(C)(C)N1C(=O)[C@H]2[C@@H](c3ccc(Br)cc3)N3C(=O)N(c4cccc(F)c4)C(=O)[C@@]3(Cc3ccccc3)[C@H]2C1=O	9	-6	6	8	93	97	121	3
CCCCN(C)CCNC(=O)c1cc2c(-c3ccccc3F)nn(C)c2s1	-8	11	9	-2	89	101	90	18
O=C(NNC1=NCCC1)C1CC1	-1	-4	-1	-5	103	101	86	0
CC1=CC(C)(C)N=C(Nc2nc(C)c3cc(C)cc(C)c3n2)N1	12	5	7	-2	104	98	114	24
O=S(=O)(Nc1cccc(S(=O)(=O)N2CCCC2)c1)c1ccc(Cl)s1	4	12	5	·	98	107	101	-1
CCOC(=O)C1=C(COC(=O)Cc2ccc(OC)c(OC)c2)NC(=O)NC1C (stereo unspecified)	-4	-2	2	·	97	94	99	0
O=C(O)[C@@H](O)c1ccccc1	-5	3	5	6	91	98	105	-3
Cn1nc(C(F)(F)F)c2cc(C(=O)O)sc21	1	0	3	4	102	98	115	-1
Cc1cc(Nc2ccc(F)c(Cl)c2)n2nc(C)nc2n1	17	3	6	8	94	92	97	6
OCCCNc1ncnc2c1[nH]c1ccccc12	-6	-2	3	4	94	98	113	23
c1ccc(CSc2ccc(-c3cccnc3)nn2)nc1	-4	5	-4	3	97	94	106	29
CC(=O)COc1cc2c(-c3cc4ccccc4o3)cc(=O)oc2cc1C	-14	7	-11	-8	93	99	93	18
COc1cc(OC)cc(-c2c(-c3ccc(C(C)=O)cc3)c3cc(-c4cccc5[nH]ccc45)ccc3n2C)c1	·	-5	5	·	98	96	99	3
